TrxR1 inh: rat TrxR1 inhibition; O89049; recombinant rTrxR1, NADPH fluorescence consumption, selenite substrate; 390,000 tested, 1% active; AID 588453; Potency, µM (titrated, usually from 114 µM), for inactives: at the top dose activity change, negative = inhibition, hits mostly inhibitors; note: potency is the fitted concentration of half-maximal effect; % is set by controls: 0 for no effect and ±100 for the full control effect; nearly all actives have a fitted effect of over 65% in size
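Rat TrxR1 (90 nM in the dispensed reagent) was pre-reduced with 400 uM NADPH for 5 min at room temperature, then incubated with compound for 15 min. After 400 uM selenite was added, NADPH fluorescence (Ex 340/Em 450 nm) was followed for 8 min.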
RGS4 inhibitor: blocks human RGS4-accelerated GTP hydrolysis; Potency, µM (series often up to 114 µM), for inactives: at the highest dose activity change, negative = inhibition, usual class: inhibitors; P49798; Transcreener GDP fluorescence polarization, RGS4-accelerated GTP hydrolysis; 390,000 tested, 0.039% active; AID 504845; note: potency is the fitted concentration of half-maximal effect; % is set by controls: 0 for no effect and ±100 for the full control effect; nearly all actives have a fitted effect of over 75% in size; some results filed as inactive show a strong effect at the top dose
Target sequence (P49798 whole entry, looked up): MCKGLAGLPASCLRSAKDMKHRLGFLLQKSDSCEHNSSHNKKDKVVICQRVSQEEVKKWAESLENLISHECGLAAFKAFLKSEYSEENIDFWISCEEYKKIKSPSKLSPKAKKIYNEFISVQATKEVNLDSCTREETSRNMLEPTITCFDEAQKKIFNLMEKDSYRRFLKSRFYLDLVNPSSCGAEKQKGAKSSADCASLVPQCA
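MLSMR compounds (23 nl, pin-transferred) preincubated 10 min at room temperature with a 500nM (2x) first reagent, then RGS4 at 900nM (2x) plus Transcreener GDP mix added; fluorescence polarization (620/688 nm) read before and after 90 min at 30 °C.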
GRP78 ERSR act: ER stress response induction in glioma; 420,000 tested, 0.02% active; U87-MG GRP78 promoter luciferase reporter, 16 h; Potency, µM, inactives show at the top dose activation, usual class: activators; AID 602332; note: potency is the fitted concentration of half-maximal effect; series mostly up to about 76 µM; % of control where 0% means no effect; nearly all actives have a fitted effect of over 35% in size
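Stably transfected U87-MG glioma cells carrying a GRP78-based luciferase sensor; 16 h compound incubation. Luminescence end-point read 10 min after Bright-Glo addition at room temperature.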
USP1-UAF1 inh: blocks the human USP1/UAF1 deubiquitinase complex | O94782 | recombinant USP1/UAF1, Ub-Rhodamine cleavage fluorescence | Potency, µM (series often up to 57.1 µM), for inactives: top-dose activity change, negative = inhibition, most hits filed as inhibitors | 390,000 tested, 0.23% active | AID 743255; note: potency is the fitted concentration of half-maximal effect; % is set by controls: 0 for no effect and ±100 for the full control effect; nearly all actives have a fitted effect of over 60% in size; inactives centre near -12
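In this screen, compounds sit with the deubiquitinase complex (1nM) for 15 min at room temperature before Ub-Rho is added at 150nM final. Fluorescence rise is then followed for 6 reads every 60 seconds.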
Vif-A3F inh: Vif-A3F binding inhibition; HeLa A3F-eYFP + Vif (tagged APOBEC3F with the HIV-1 protein that degrades it), YFP fluorescence increase; Potency, µM (titrated, usually from 46.1 µM), inactives show at the highest dose activity, negative = active; 390,000 tested, 0.2% active; note: potency is the fitted concentration of half-maximal effect; % of control where 0% means no effect; nearly all actives have a fitted effect of over 65% in size
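HeLa cells stably expressing Vif plus C-terminally eYFP-tagged A3F were seeded, incubated overnight at 37 deg C, dosed with compound, incubated overnight again at 37 deg C. Yellow fluorescence (Ex 488/Em 500-530) reported blocked Vif-mediated A3F-eYFP degradation.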
LDHA block: LDHA (human) enzyme inhibition. purified LDHA, NADH/diaphorase-resazurin fluorescence; hits give low values. activity change, % (values are at about 110 or 230 µM). 480,000 tested, 0.15% active; in the data active = activity change below about -30%; inconclusive = mostly about -25% to -30%;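 note: plate controls were DMSO wells for no effect and wells without enzyme for full effect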
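LDH5 2 nM; NADH 0.06 mM, pyruvate 0.2 mM; 200 mM Tris pH 7.4, EDTA, Tween-20; 5 min RT. Detection: diaphorase 0.133 mg/mL + resazurin 37 µM, fluorescence ex540/em590 at 0 and 20 min; normalized to enzyme-free and DMSO wells.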
TrxR1 substrate: rat thioredoxin reductase 1 substrate activity; O89049; purified TrxR1 substrate turnover, NADPH consumption readout; Potency, µM (series often up to 114 µM), inactives show top-dose activity change, negative = substrate turnover; 390,000 tested, 0.01% active; AID 588456; note: potency is the fitted concentration of half-maximal effect; % is set by controls: 0 for no effect and ±100 for the full control effect; nearly all actives have a fitted effect of over 50% in size
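Rat TrxR1, dispensed at 90 nM, was prereduced with 400 uM NADPH (final) for 5 min at ~22 deg C, then incubated with compound 15 min before 400 uM selenite. A first-read NADPH fluorescence drop versus no-compound background flagged substrates.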
Vif-A3G inh: Vif-A3G binding inhibition; AID 602310; HeLa A3G-eYFP + Vif (tagged APOBEC3G with the HIV-1 protein that degrades it), YFP fluorescence, overnight; Potency, µM (doses to about 46.1 µM), for inactives: at the highest dose activity, negative = active, usual class: inhibitors; Q9HC16; 410,000 tested, 0.076% active;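 note: potency is the fitted concentration of half-maximal effect; % is set by controls: 0 for no effect and ±100 for the full control effect; nearly all actives have a fitted effect of over 60% in size; hits raise eYFP signal because A3G escapes Vif-driven loss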
Target sequence (Q9HC16 whole entry, looked up): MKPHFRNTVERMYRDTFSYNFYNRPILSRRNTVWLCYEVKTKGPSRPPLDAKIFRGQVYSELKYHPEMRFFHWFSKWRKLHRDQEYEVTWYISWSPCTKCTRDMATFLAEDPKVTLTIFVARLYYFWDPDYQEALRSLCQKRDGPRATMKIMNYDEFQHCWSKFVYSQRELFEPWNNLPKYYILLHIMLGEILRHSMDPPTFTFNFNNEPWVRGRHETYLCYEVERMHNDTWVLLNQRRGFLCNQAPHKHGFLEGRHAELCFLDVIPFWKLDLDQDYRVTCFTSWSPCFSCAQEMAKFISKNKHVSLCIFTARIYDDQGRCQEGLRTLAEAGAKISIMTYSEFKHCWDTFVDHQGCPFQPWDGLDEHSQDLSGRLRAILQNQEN
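Read-out is eYFP fluorescence (Ex 488/Em 500-530) from Vif-expressing HeLa A3G-eYFP cells; more signal means A3G escaped Vif-mediated degradation. Cells plated overnight, compound pinned in, incubated overnight at 37 deg C.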
IDH1 R132H inh: blocks human mutant IDH1 R132H enzyme; 390,000 tested, 0.093% active; AID 602179; Potency, µM (titrated, usually from 76.6 µM), for inactives: at the top dose activity change, negative = inhibition, usual class: inhibitors; IDH1-R132H enzyme, NADPH consumption, diaphorase/resazurin fluorescence; note: potency is the fitted concentration of half-maximal effect; % is set by controls: 0 for no effect and ±100 for the full control effect; nearly all actives have a fitted effect of over 65% in size
Target sequence (O75874 whole entry R132H, stated change not applied): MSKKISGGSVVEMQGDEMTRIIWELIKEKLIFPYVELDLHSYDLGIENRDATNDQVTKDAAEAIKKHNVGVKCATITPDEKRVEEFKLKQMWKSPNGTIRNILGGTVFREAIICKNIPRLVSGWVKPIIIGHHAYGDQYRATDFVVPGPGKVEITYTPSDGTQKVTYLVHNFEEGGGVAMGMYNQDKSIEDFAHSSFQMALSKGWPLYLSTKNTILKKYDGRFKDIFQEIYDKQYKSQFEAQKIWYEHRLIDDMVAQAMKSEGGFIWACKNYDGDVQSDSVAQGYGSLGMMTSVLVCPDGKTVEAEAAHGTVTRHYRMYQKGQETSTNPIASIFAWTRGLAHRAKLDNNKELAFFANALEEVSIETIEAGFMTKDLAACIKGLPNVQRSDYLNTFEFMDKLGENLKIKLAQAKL
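IDH1-R132H (0.5 ug/mL) preincubated 30 min with compound, then NADPH (0.016 mM) and alpha-KG (2 mM) added; 80 min at RT, pH 7.5. Remaining NADPH coupled via diaphorase/resazurin to fluorescence (540/590 nm); concentration-response curves normalized to no-enzyme control.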
* = called active by the depositor; ? = inconclusive; · = not tested or not shown; & = joins results of further samples; [ ] = another dose, or the depositor's remark. Unless noted, calls come from the whole dose curve; as a rule, active = well fitted curve in the direction sought with a large enough effect; inconclusive = small, poorly fitted or top-dose-only effect, or another doubt; inactive = no such curve, though single readings can be large; an effect the other way counts as inactive or inconclusive. An excerpt; the hit share may differ from the screen's.

SMILES,GRP78 ERSR act,Vif-A3G inh,TrxR1 inh,IDH1 R132H inh,TrxR1 substrate,RGS4 inhibitor,Vif-A3F inh,USP1-UAF1 inh,LDHA block
CCc1ccc(N(C2C=CS(=O)(=O)C2)S(=O)(=O)c2ccc(C)cc2)cc1 (stereo not given),0%,3%,3%,-1%,-8%,13%,3%,-3%,-12
CC(C)CC(NC(N)=O)C(=O)NCc1ccc(Cl)cc1 (stereo not given),-3%,1%,-9%,-14%,-10%,1%,5%,-14%,-10
CC(C)CNC(=S)NC1CC2CCC(C1)N2Cc1ccccc1 (stereo not given),1%,1%,0%,-2%,5%,-12%,-14%,27%,-10
Cc1ccc(-n2ncc(C(=O)NCc3ccccc3C)c2-n2cccc2)cc1,-4%,7%,18%,14%,-7%,18%,-5%,6%,-8
O=c1cc(CSc2nc(NCc3ccccc3)c3ccccc3n2)nc2ccc(Cl)cn12,-3%,3%,-17%,8%,7%,-9%,0%,-14%,-4
CS(=O)(=O)c1ccc2nc(NC(=O)CCS(=O)(=O)c3ccccc3)sc2c1,-13%,?,-11%,-6%,-2%,-13%,-4%,-9%,-12
CNc1n[nH]c(-c2ccccc2)n1,0%,-5%,·,4%,·,·,-7%,-20%,0
CC(C)n1nc(C(=O)Nc2ccc3c(c2)OCO3)c2ccccc2c1=O,0%,0%,12%,5%,3%,-13%,0%,-11%,2
CC1=NOC(=O)/C1=C\c1ccc(-c2cc(Cl)ccc2Cl)o1,-1%,-4%,16µM*,8%,10%,-71%,-8%,-6%,-5
CC(=O)N[C@@H](Cc1c[nH]c2ccccc12)C(=O)OCC(=O)Nc1cc(C)on1,-2%,7%,-5%,-12%,-2%,-7%,-2%,-1%,1
CCOc1ccc(OCCSc2nc(C)cc(=O)[nH]2)cc1,3%,-3%,9%[57.1 µM],1%,-8%,-30%[11.4 µM],-8%,-10%,-5
Cc1nnc2ccc(-c3ccc(NC(=O)c4cccnc4Cl)cc3)nn12,7%,1%,13%,-1%,19%,-12%,1%,-16%,-4
COc1c(C)cc(NS(=O)(=O)c2ccc3c(c2)OCCO3)cc1C,·,·,10%,·,-5%,21%,·,-24%,-1
Cc1ccc(CNC(=O)CCSCc2ccc(C)cc2)cc1,-3%,3%,7%[57.1 µM],7%,8%[57.1 µM],-1%,-8%,-16%,-3
O=C(Oc1ccccc1C(=S)N1CCCCC1)c1cc([N+](=O)[O-])cc([N+](=O)[O-])c1,1%,1%,-13%[57.1 µM],12%,8%[57.1 µM],?,8%,-10%,2
CC1(c2ccc(OC(F)F)cc2)NC(=O)N(CC(=O)Nc2ccccc2)C1=O (stereo not given),?,-5%,16%,5%,-3%,-4%,-21%,-14%,2
CSC1=C(C#N)C(c2ccc(C)cc2)C2=C(CCCC2=O)N1 (stereo not given),-5%,0%,3%,2%,13%[57.1 µM],-15%[11.4 µM],7%,-23%,-2&0
O=C(NCC(c1ccco1)N1CCN(c2ccccc2F)CC1)c1cccs1 (stereo not given),-1%,1%,-10%,4%,-16%,13%,1%,-10%,-5
O=C1CCC(C(=O)N2CCCO2)CN1Cc1cccc(C(F)(F)F)c1 (stereo not given),6%,-1%,-17%,5%,-11%,6%,1%,0%,-2
Cc1ccc(NC(=O)c2ccc(NCCCN3CCC(C)CC3)c([N+](=O)[O-])c2)cc1F,-8%,-26%,16%[57.1 µM],-1%,-1%[57.1 µM],12%,10µM*,-8%,-13
CCc1cccc(CC)c1-n1c(SCC(=O)c2c(N)n(C)c(=O)n(C)c2=O)nnc1-c1cccnc1,-4%,0%,3%,9%,-1%,-27%,?,-14%,0
O=C(C1=C[C@H](c2ccc(Br)cc2)C[C@H](OCCCCO)O1)N1CCN(Cc2ccc3c(c2)OCO3)CC1,-3%,3%,5%[57.1 µM],-4%,9%[57.1 µM],-9%,1%,11%,-1
Cc1ccc([C@H]2C[C@H](n3cc(-c4ccc(F)cc4)nn3)[C@@H](O)CN2C(=O)C2CCCCC2)cc1,-3%,-1%,·,2%,·,·,2%,0%,-1
Cc1cccc2cc(C(c3nnnn3Cc3ccccc3)N3CCN(C)CC3)c(=O)[nH]c12 (stereo not given),-1%,2%,-15%[57.1 µM],-3%,14%[57.1 µM],22%,-1%,-5%,-4
O=S(=O)(Nc1nc2ccccc2nc1N1CCN(c2ccccc2)CC1)c1ccc(F)cc1,-1%,?,-5%,-1%,-5%,-10%,22µM*,-9%,-12

Later entries.
SMILES,GRP78 ERSR act,Vif-A3G inh,TrxR1 inh,IDH1 R132H inh,TrxR1 substrate,RGS4 inhibitor,Vif-A3F inh,USP1-UAF1 inh,LDHA block
CCN(C(=O)COC(=O)CCc1ccccc1OC)c1c(N)n(Cc2ccccc2)c(=O)[nH]c1=O,-3%,0%,3%,8%,-7%,-14%,-12%,-4%,-12
COC(=O)c1cc(OC)c(OC)cc1NC(=O)CN1C(=O)c2ccccc2C1=O,-6%,3%,18%,8%,3%,-41%,-1%,-10%,-2
C/C(CC(=O)Nc1cccc2c1CCCC2)=N\NC(=O)c1ccccc1N,3%,-2%,1%,2%,52%[activator],-7%,-3%,-2%,-1
Cc1ccccc1-c1ncnn1-c1sc2c(c1C#N)CCCCC2,2%,-1%,4%,4%,2%,-10%,4%,-15%,-4
COc1cccc(CN2CC(C(=O)N3CCN(C(C)C)CC3)CCC2=O)c1 (stereo not given),-4%,0%,-20%,1%,-7%,21%,0%,-5%,-6
COc1ccc(N2C(=O)CC(N(CCc3ccccc3)C(=O)/C=C/C(=O)O)C2=O)cc1 (stereo not given),-1%,-2%,6%,0%,-2%,7%,3%,-11%,-2
O=C(CN1CCN(CC(=O)Nc2ccccc2F)CC1)Nc1ccc2c(c1)OCCO2,-3%,0%,21%,-1%,2%,-5%,-5%,-17%,-1
CC(C)C(=O)NNc1ccccc1,-4%,-9%,14%,8%,1%,-7%,-8%,-3%,3
Cc1cc(N/N=C/c2ccccc2F)c2ccccc2n1,-4%,-19%,8%[57.1 µM],-7%,5%[57.1 µM],3%,3%,-26%,-5
COc1ccc(/C=N/Nc2cc(C)nc3ccccc23)cc1,-11%,6%,0%,-21%,-5%,-2%,-5%,7%,2
O=C(Nc1nc(-c2ccccn2)cs1)c1ncc(Cl)c(Cl)c1Cl,6%,?,-5%,0%,-4%[2.29 µM],-1%,·,1%,-2
O=[N+]([O-])c1ccc(CNc2ccc(F)cc2)s1,-5%,-5%,12%[57.1 µM],5%,-12%,-9%,-12%,-14%,0
CC[C@@H](C)[C@H](N)C(=O)NC[C@H]1O[C@@H](n2cnc3c(N)ncnc32)[C@H](O)[C@@H]1O,-2%,0%,3%,3%,-2%,4%,1%,-3%,-5
CCC(=O)N1CCc2cc(S(=O)(=O)NCCC(=O)Nc3ccc(C)cc3C)ccc21,-4%,0%,10%,0%,1%,7%,4%,-11%,-4
Cc1ccc(Cn2nc3c(cc2=O)CCc2ccccc2-3)cc1,-3%,-7%,5%,3%,0%,-2%,-1%,-20%,-10
Cc1cc(C)c(C)c(S(=O)(=O)N2CCC(C(=O)NCC(c3ccccc3)N(C)C)CC2)c1C (stereo not given),-2%,0%,5%,-1%,-1%,19%[56.9 µM],2%,-15%,-15
COc1cc(OC)cc(C(=O)N[C@H](C(=O)OCC(=O)Nc2ccc(OC)c(OC)c2)C(C)C)c1,-3%,-3%,19%,2%,1%,9%,-4%,-26%,1
O=C(COc1ccc2c(c1)CCC2)N1CCN(c2cccc(C(F)(F)F)c2)CC1,-6%,-2%,-10%,13%,-8%,-12%,-15%,-15%,4
COc1ccc(F)cc1CSc1nnnn1-c1ccc(O)cc1,-4%,?,12%,-8%,-3%,-10%,-3%,-28%,-1
O=C(CCc1ccccc1)Nc1nc2c(F)cc(F)cc2s1,-4%,8%,-6%,1%,-1%,-9%,1%,-22%,-9
NS(=O)(=O)c1ccc(CCNC(=O)CSc2nc3ccccc3c(=O)n2CCN2CCOCC2)cc1,-3%,7%,4%,-6%,-9%,10%,0%,-11%,-4
CN(C)c1ccc(-c2ccc3c(=O)c4ccccc4n(C)c3c2)cn1,2%,-4%,0%,20%,12%,-48%,4%,?,10
COc1ccc(-c2cc(C(=O)O)n(Cc3ccccc3)n2)cc1,0%,-7%,1%,3%,4%,14%,-9%,-20%,-5
Cc1ccc(NC(=O)[C@H](CC(C)C)NC(=O)[C@@H]2Cc3ccccc3CN2)cc1,5%,3%,19%,-12%,6%,1%,6%,-31%,-2
C[C@]12CC[C@@H]3c4ccc(O)cc4CC[C@H]3[C@@H]1CC[C@@H]2OC(=O)CCC(=O)O,0%,-7%,27%,4%,12%,1%,6%,-24%,-6
COc1ccccc1NC(=O)C1=C(C)Nc2nc3ccccc3n2C1c1cccc(OC)c1OC (stereo not given),-2%,1%,8%,-3%,-3%,20%,-12%,-17%,-15
